Bcl-xL primary: inhibitors of human Bcl-xL, primary screen, biochemical, fluorescence polarization, HTS. Bcl-2-like protein 1 (Homo sapiens), Q07817. GST-Bcl-xL / FITC-Bim BH3 peptide fluorescence polarization. inhibition, % at 10.9 µM. 320,000 tested, 0.7% active;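 active means inhibition above the mean of all tested compounds plus 3 SD, cutoff set per campaign, cut at about 30% in these data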;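 further: 0% = DMSO wells and 100% = unlabeled Bim-BH3 peptide competitor; inhibitors lower millipolarization by displacing the labeled peptide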
pPAFAH FP inh: pPAFAH enzyme inhibitors, primary screen, biochemical, fluorescence polarization, human; recombinant pPAFAH, FP-rhodamine probe fluorescence polarization; inhibition, % at 3.39 µM; 330,000 tested, 1.5% active; AID 463082, 2010;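 active means inhibition above the mean inhibition across the screen plus 3 SD, cut at about 25% in these data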;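 further: inhibitors block binding of the rhodamine activity-based probe so polarization drops; 0% = enzyme with DMSO and 100% = wells lacking pPAFAH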
MCL1 BIM primary: inhibitors of MCL1 binding to BIM-BH3, primary screen, biochemical, fluorescence polarization. Induced myeloid leukemia cell differentiation protein Mcl-1 (Homo sapiens), Q07820. GST-MCL1 / FITC-Bim-BH3 fluorescence polarization. inhibition, % at 10.9 µM. 320,000 tested, 0.68% active. AID 2057, 2009;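 active means inhibition above the mean inhibition of all tested compounds plus 3 SD, set per campaign, cut at about 40% in these data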;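 further: 0% = DMSO wells and 100% = unlabeled Bim-BH3 peptide control; higher means more loss of mP so more displacement of Bim peptide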
Target sequence (Q07820 whole entry, looked up): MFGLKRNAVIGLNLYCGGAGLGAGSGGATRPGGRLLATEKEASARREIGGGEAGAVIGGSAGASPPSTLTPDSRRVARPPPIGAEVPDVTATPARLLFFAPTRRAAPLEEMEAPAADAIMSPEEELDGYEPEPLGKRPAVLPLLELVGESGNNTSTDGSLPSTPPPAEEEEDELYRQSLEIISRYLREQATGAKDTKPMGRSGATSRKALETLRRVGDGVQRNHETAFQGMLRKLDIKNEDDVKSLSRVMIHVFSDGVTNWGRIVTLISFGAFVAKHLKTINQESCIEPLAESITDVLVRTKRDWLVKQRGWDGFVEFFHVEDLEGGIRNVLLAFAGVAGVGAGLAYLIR
PME-1 primary: PME-1 inhibitors via competitive probe labeling, primary screen, biochemical, fluorescence polarization, FP-Rh probe, HTS | Protein phosphatase methylesterase 1 (Homo sapiens), Q9Y570 | recombinant PME-1 | inhibition, % at 5.9 µM | 320,000 tested, 0.53% active;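 active means inhibition above the campaign mean of all compounds plus 3 SD, cut at about 26% in these data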;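 further: competitive labeling of PME-1 active site by serine hydrolase directed probe; 0% = PME-1 with DMSO and 100% = wells lacking PME-1 enzyme; inhibitors block probe labeling so polarization falls and inhibition rises; many of its hits are not listed in these tables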
PAFAH1B2 inh: PAFAH1B2 enzyme inhibitors, primary screen, biochemical, fluorescence polarization, human; Platelet-activating factor acetylhydrolase IB subunit alpha2 (Homo sapiens), P68402; recombinant PAFAH1B2, FP-rhodamine activity probe; inhibition, % at 3.39 µM; 340,000 tested, 1.2% active; AID 492953, 2010;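 active means inhibition above the mean of all tested compounds plus 3 SD, cut at about 24% in these data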;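 further: 0% = enzyme with DMSO and 100% = wells lacking PAFAH1B2; many of its hits are not listed in these tables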
Target sequence (P68402 whole entry, looked up): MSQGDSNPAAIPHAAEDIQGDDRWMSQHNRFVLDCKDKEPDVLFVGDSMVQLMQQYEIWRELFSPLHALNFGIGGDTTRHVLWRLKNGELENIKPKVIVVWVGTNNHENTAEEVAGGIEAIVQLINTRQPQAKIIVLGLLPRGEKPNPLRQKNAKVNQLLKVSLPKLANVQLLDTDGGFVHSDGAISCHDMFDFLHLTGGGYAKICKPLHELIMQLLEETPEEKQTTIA
AHR act: AHR activators, primary screen, cell-based, luminescence, luciferase reporter, human. AHR-responsive luciferase reporter cells. AID 2796, 2010. activation, % at 5 µM. Aryl hydrocarbon receptor (Homo sapiens), P35869. 320,000 tested, 2.5% active; in the data active means activation above about 47%;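 further: 0% = vehicle wells and 100% = reference agonist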
MEX-5 binding: MEX-5 zinc finger RNA-binding disruptors – biochemical, C. elegans, fluorescence polarization, MLPCN library, primary screen. MEX-5/FITC-TCR2 RNA binding; stronger effect = lower value. 300,000 tested, 0.38% active. AID 1832, 2009. Zinc finger protein mex-5 (Caenorhabditis elegans), Q9XUB2. activity score (negative = inhibition of binding), % at 10 µM;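 active means inhibition past about -25% in most replicates, and total fluorescence under double the plate's negative control median, limit read from the data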;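 further: 0% = DMSO and -100% = 5 µM competing unlabeled TCR2 RNA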
Fam108B counter: mouse Fam108B serine hydrolase inhibitors, primary screen, counter-screen for RBBP9 inhibitor project, biochemical, fluorescence polarization; 300,000 tested, 0.33% active; recombinant Fam108B, FP-Rh probe fluorescence polarization; inhibition, % at 9.51 µM; AID 1947, 2009;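 active means inhibition above the screen mean inhibition plus 3 SD, computed separately per campaign, cut at about 18% in these data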;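 further: inhibitors lower polarization as less probe binds the enzyme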
GLD-1 RNA inh: GLD-1/TGE RNA complex disruptors, primary screen, biochemical, fluorescence polarization. purified GLD-1 + fluorescein TGE RNA. inhibition, % at 5.96 µM. Female germline-specific tumor suppressor gld-1 (Caenorhabditis elegans), Q17339. 320,000 tested, 0.44% active;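 active means percent inhibition above a per-plate cutoff, the plate mean of test compounds plus 3 SD, cut at about 30% in these data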;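 further: 0% = DMSO wells with GLD-1 and probe and 100% = wells lacking GLD-1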
Target sequence (Q17339 whole entry, looked up): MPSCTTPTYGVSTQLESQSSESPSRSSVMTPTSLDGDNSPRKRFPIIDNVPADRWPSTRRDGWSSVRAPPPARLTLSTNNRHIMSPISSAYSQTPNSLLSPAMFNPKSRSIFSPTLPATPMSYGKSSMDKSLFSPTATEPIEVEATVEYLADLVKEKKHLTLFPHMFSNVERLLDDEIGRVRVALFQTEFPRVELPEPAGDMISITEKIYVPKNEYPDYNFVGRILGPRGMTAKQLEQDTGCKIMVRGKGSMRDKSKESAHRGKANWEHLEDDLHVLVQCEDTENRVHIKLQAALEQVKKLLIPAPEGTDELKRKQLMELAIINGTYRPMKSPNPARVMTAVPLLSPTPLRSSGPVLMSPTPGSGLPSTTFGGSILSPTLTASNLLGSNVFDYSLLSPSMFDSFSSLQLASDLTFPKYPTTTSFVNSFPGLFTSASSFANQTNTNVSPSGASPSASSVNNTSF
* hit, by the source's call; / = no result given. These rows are one share of the data; the hit share may differ from the screen's.

SMILES	Bcl-xL primary	pPAFAH FP inh	MCL1 BIM primary	PME-1 primary	PAFAH1B2 inh	AHR act	MEX-5 binding	Fam108B counter	GLD-1 RNA inh
FC(F)(F)c1cnc(Oc2ccc(-c3nnco3)cc2)c(Cl)c1	-3.1	2.1	-7.0	-0.5	13.1	0.5	1.4	1.2	-1.4
Clc1ccc2c(N/N=C/c3cccnc3)ccnc2c1	2.8	3.1	-1.5	0.2	2.2	6.4	-1.4	11.0	5.7
COc1cccc(-c2cc(C(=O)NC3CC3)c3ccccc3n2)c1	0.3	-5.8	0.4	4.7	0.8	46.9	-0.4	-1.6	1.4
CCCn1c(N)c(N(CCOC)C(=O)Cc2ccc(S(=O)(=O)N3CCOCC3)s2)c(=O)[nH]c1=O	40.5*	-1.7	39.5	-5.4	2.8	-0.3	-25.6*	2.5	38.0*
COc1ccc(NC(=O)c2ccccc2SC)cc1	0.1	-2.9	4.0	4.7	2.2	8.5	-0.9	2.5	7.1
O=C(NNC(=O)C1CCN(S(=O)(=O)c2ccc(Cl)cc2)CC1)c1ccc(S(=O)(=O)N2CCCCC2)cc1	2.8	-0.2	6.2	0.0	6.8	0.9	1.1	0.2	4.3
Cc1cccc(N(C)C(=O)COc2cc(=O)n(C)c3ccccc23)c1	5.1	33.9*	3.1	4.4	3.9	0.6	-1.0	7.0	3.6
O=C(NCC1CCCO1)C(c1ccc(F)cc1)N(CC1CCCO1)C(=O)c1ccc(-c2ccccc2)[nH]1 (stereo unspecified)	0.6	-0.1	4.4	6.8	2.1	2.5	0.7	1.2	2.5
Nc1cc(C(=O)OCC(=O)NCC2CCCO2)ccc1Cl (stereo unspecified)	4.3	1.9	5.5	-2.9	-3.3	2.2	-0.1	0.3	-4.9
O=C(CN1c2cccc3cccc(c23)S1(=O)=O)N1CCCCC1	/	3.5	/	/	5.5	6.3	/	/	10.9
CCOc1ccc(C(=O)c2ccc([N+](=O)[O-])cc2Cl)cc1	0.5	8.4	-4.6	-2.6	4.8	3.7	-0.8	1.9	2.9
CN(C)CCCOC(=O)c1ccc(Cl)cc1	-4.7	0.4	-6.7	4.2	0.8	-1.8	0.4	-2.0	-9.0
CC(OC(=O)C(NC(=O)c1ccco1)C(C)C)C(=O)Nc1ncc(Cl)cc1Cl (stereo unspecified)	4.9	2.5	3.4	3.7	-3.3	-1.0	1.0	-1.5	7.0
Cn1cccc1C(=O)NNC(=O)COc1ccc(Br)cc1	1.9	2.6	1.5	0.2	6.3	0.0	-2.2	-0.3	-0.5
Cc1ccc2cc(CN(C(=O)c3ccco3)c3cccc(C)c3C)c(=O)[nH]c2c1	3.2	0.3	-1.5	-0.7	3.2	3.7	0.4	0.9	-1.4
O=C(O)C1Nc2ccc(Br)cc2C2C=CCC12 (stereo unspecified)	78.6*	70.4*	100.5*	-13.5	46.6*	-0.2	-29.7*	54.6*	6.8
Cn1c(N)c(C(=O)COC(=O)CNC(=O)c2ccccc2)c(=O)n(C)c1=O	/	5.5	/	/	0.9	1.3	/	/	5.2
Cc1sc2ncnc(N3CCC(C(=O)Nc4ccc(C#N)cc4)CC3)c2c1C	-10.2	-2.0	-12.3	-7.5	2.1	-3.1	0.8	-1.6	7.8
CCNC(=S)N(CCN(C)C)Cc1cc2cc(OCC)ccc2[nH]c1=O	6.6	0.5	10.7	5.1	-3.5	3.1	0.5	-4.2	6.3
CCNc1nc(NCC)nc(N/N=C/c2ccc(O)c(O)c2)n1	8.9	6.2	23.9	-6.9	4.5	18.1	-11.3	1.4	7.6
Cc1ccc(Oc2ccc(S(=O)(=O)Nc3ccc(C(=O)O)cc3)cc2)cc1	6.2	29.1*	9.7	-2.3	7.0	0.5	/	/	1.8
ONC(=Nc1ccc(Cl)cc1)c1ccc(Cl)cc1	-10.9	-3.8	-20.2	-5.0	11.8	117.3*	-0.2	-7.6	-4.9
COC(=O)C1=C(C(=O)OC)SC(=C2C(=S)C(C)(C)N(C(=O)C3CC3)c3ccccc32)S1	3.7	13.3	1.7	1.1	4.9	-0.5	0.3	3.7	3.2
O=C(Nc1cccc(C(=O)N2CCOCC2)c1)c1ccccc1	-2.9	1.9	-2.3	4.8	-0.6	5.6	-0.2	1.5	6.7
Cc1ccc(C(=O)NCCCNC(=O)c2ccco2)cn1	2.1	-1.4	4.9	5.2	3.3	-1.7	1.2	11.7	-3.8
Clc1ccc(Cn2ncc3c(N4CCCCC4)ncnc32)c(Cl)c1	-0.4	8.0	-5.8	-2.9	1.2	0.8	0.1	-4.5	-0.3
CCOc1ccc(-c2nnc3sc(COc4ccc(C)cc4)nn23)cc1	4.0	1.8	1.8	-3.3	4.2	3.2	0.4	-2.9	4.9
COC(=O)c1sccc1NC(=S)N1CCCCC1C (stereo unspecified)	5.7	-0.9	13.3	5.7	1.8	0.2	-1.3	-2.2	-1.6
O=C1c2ccccc2C(=O)N1S(=O)(=O)c1ccccc1	1.4	2.8	4.2	-0.9	11.0	4.1	-0.6	1.3	-0.2
O=C(/C=C/c1ccc([N+](=O)[O-])cc1)OCC(=O)N1CCCCCC1	/	7.4	/	/	3.6	1.3	/	/	-2.2
O=C(Cn1nnc(-c2ccccc2)n1)Nc1ccccc1N1CCOCC1	-0.4	1.1	1.9	1.4	0.6	1.2	0.0	-5.8	-1.2
CC(C)c1nc2ccccc2c2nnc(SCC(=O)NCc3ccco3)n12	-1.9	2.1	0.0	0.8	2.5	-0.3	/	-3.1	-0.6
CCN(C(=O)CSc1nc(C)c(C)c(C)n1)C1CCS(=O)(=O)C1 (stereo unspecified)	/	-0.9	/	/	5.0	-1.1	/	/	-5.6
CN(CCOC(=O)c1cccc(F)c1)Cc1ccccc1	0.2	3.0	3.4	5.0	-2.9	-0.2	2.9	1.9	1.4
CCOC(=O)C(=Cc1ccc(OCc2ccc([N+](=O)[O-])cc2)c(OC)c1)C(=O)OCC	0.0	12.1	-0.3	7.1	4.3	-0.7	-1.5	-3.8	0.0
COc1cccc(CNC(=O)CCS(=O)(=O)c2cccc3nsnc23)c1	2.7	2.4	-2.8	-3.1	4.8	7.2	2.0	2.7	-2.5
OCC1(CCOc2ccccc2)CCN(Cc2ccccc2OC(F)F)CC1	4.1	3.0	1.9	1.6	-6.6	-0.1	0.0	1.0	3.5
O=C(Oc1ccc(C(=S)N2CCCCC2)cc1)c1ccccc1	1.2	5.9	8.2	-1.0	/	0.6	1.3	-1.8	5.6
O=[N+]([O-])c1ccc(Sc2n[nH]c(-c3ccccc3)n2)nc1	4.1	2.5	-0.6	-3.4	-2.9	11.0	0.1	4.6	-5.5
O=C(c1ccccc1F)N1CCN(c2ccc([N+](=O)[O-])c(NCc3cccnc3)c2)CC1	-2.0	1.2	3.5	1.1	/	10.7	1.2	0.0	1.7
COc1ccc(-c2cc3ccc(OCc4nn[nH]n4)cc3oc2=O)cc1	6.3	-2.3	10.3	0.6	3.0	-5.4	-1.8	1.9	5.1
C/C(=C\c1ccccc1)C(=O)NC1CCSC1=O (stereo unspecified)	-0.4	-2.5	3.3	-1.3	0.6	2.5	0.4	-0.8	11.4
CC(C)CN(C(=O)CCNC(=O)c1ccc([N+](=O)[O-])cc1)C1CCS(=O)(=O)C1 (stereo unspecified)	/	-2.0	/	/	3.9	-1.1	/	/	2.9
CNC(=O)COC(=O)c1ccc(OCC(=O)Nc2ccccc2OC)c(OC)c1	-0.8	-6.9	1.0	-13.9	4.4	1.4	2.6	0.1	-2.4
CSc1ccc(C(=O)NCC(=O)O)cc1[N+](=O)[O-]	7.5	-3.7	6.4	-5.8	0.5	4.0	0.5	4.1	5.6
CCOC(=O)c1ccc(-c2ccc(/C=N/NC(=O)c3cncc(Br)c3)o2)cc1	2.8	-0.3	6.5	5.7	/	10.4	0.5	-0.6	12.4
NC(=O)c1cccc([N+](=O)[O-])c1	4.3	3.1	-0.3	-6.4	4.3	-0.9	/	/	-1.2
CCC(CC)c1nnc(NC(=O)C2CSC3(C)CCC(=O)N23)s1 (stereo unspecified)	6.5	6.9	3.9	-0.5	2.6	-2.3	-1.2	-0.7	2.1
O=C(OCC1OC(n2ncc(=O)[nH]c2=O)C(OC(=O)c2ccccc2)C1OC(=O)c1ccccc1)c1ccccc1 (stereo unspecified)	5.6	8.7	4.1	-7.9	5.6	-1.2	-0.8	-7.7	3.8
CC(C)CCNc1nc2ccccc2nc1NS(=O)(=O)c1cccs1	0.1	11.2	-10.6	20.1	9.9	0.3	1.2	-0.9	1.6

More records
SMILES	Bcl-xL primary	pPAFAH FP inh	MCL1 BIM primary	PME-1 primary	PAFAH1B2 inh	AHR act	MEX-5 binding	Fam108B counter	GLD-1 RNA inh
O=C(CN1C(=O)C2C3C=CC(C3)C2C1=O)Nc1ccc2nccnc2c1 (stereo unspecified)	1.5	-1.5	-2.3	1.3	-1.6	-0.4	1.3	0.4	2.7
Cc1nc(-c2ccccc2)nc2[nH]c(-c3ccccc3)cc(=O)c12	4.2	-8.0	2.5	-22.9	-6.6	69.4*	1.2	-11.5	-6.9
O=C(c1ccc(Cl)cc1)c1c[nH]c(C(=O)NNc2cccc(Cl)n2)c1	2.4	-3.0	-4.0	-3.5	10.3	-3.0	-5.8	-12.5	10.4
Cc1cc(C)nc(NS(=O)(=O)c2ccc(N3C(=O)c4ccccc4C3=O)cc2)n1	3.8	5.7	5.8	-5.4	2.2	-5.7	-0.6	5.8	-2.5
O=C(COn1nnc2ccccc21)NCC1CCCCC1	-1.7	6.8	-5.0	-6.1	2.9	12.3	0.3	-0.5	0.3
C/C(=N\NC(=O)c1cccc(S(=O)(=O)N2CCCC2)c1)c1cccs1	4.5	-0.4	9.4	0.7	7.5	4.3	0.6	0.5	-1.4
O=C(N1CCN(c2ccccc2F)CC1)C1(c2cccs2)CCOCC1	1.4	-5.0	-6.8	-9.8	10.5	1.0	1.2	4.0	5.0
Cc1ccccc1/C=N/NC(=O)Cc1ccc(Cl)cc1	-3.0	1.4	-6.5	5.6	5.5	1.7	-0.6	-4.1	1.7
CCS(=O)(=O)N1CCC(C(=O)NCCc2ccccc2)CC1	4.3	-3.1	7.4	3.2	5.5	0.0	-0.7	-0.7	3.3
